High-throughput results deposited in PubChem by several laboratories.
KOR beta-arrestin-1: KOR agonists, beta-arrestin recruitment, primary screen, cell-based, luminescence, uHTS (AID 1777). 280,000 tested, 0.02% active. KOR beta-arrestin recruitment, luminescence; higher % means a stronger effect. activation, % at 10 µM; hits with a dose series show EC50 in µM; in the data active = activation above about 50%, passing the limit was not always enough; also: a part of the inactive calls stands beside numbers as strong as those of hits
KOR beta-arrestin-2: KOR antagonists, beta-arrestin recruitment, cell-based, luminescence, uHTS (AID 1778); KOR beta-arrestin recruitment, luminescence, antagonist mode; higher % means a stronger effect; one-dose inhibition, % at 10 µM; IC50 in µM for titrated hits; 290,000 tested, 0.091% active; also: strong numbers were not always called active
GPR35 arrestin U2OS: inhibition of zaprinast-stimulated GPR35 beta-arrestin translocation – imaging, U2OS, beta-arrestin-GFP, zaprinast agonist, primary screen (AID 2058); U2OS GPR35 beta-arrestin-GFP translocation imaging, zaprinast antagonism; higher % means a stronger effect; inhibition, % at 10 µM, or IC50 in µM where a hit was titrated; 290,000 tested, 0.052% active;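 active = inhibition of at least 50% with at least 30 cells and total cytoplasm GFP at most 10,000,000; inconclusive = under 30 cells or total GFP of 10,000,000 plus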
HIV peptide binding: cell-free HIV fusion peptide-binding blockers – biochemical, uHTS, fluorescence dequenching, primary screen (AID 1986); 290,000 tested, 0.3% active; inhibition, % at 20 µM, or IC50 in µM where a hit was titrated; cell-free peptide binding, fluorescence dequenching, 30 min; higher % means a stronger effect; in the data active = inhibition mostly above about 52%, no sharp cut-off; inactive = mostly below about 76%; also: some results filed as inactive read as strong as hits
Myeloid diff MLP: promotes myeloid progenitor differentiation; ER-HoxA9 myeloid progenitors, lysozyme-GFP differentiation, flow cytometry; calls only at 10 µM; 360,000 tested, 1% active;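 active = normalized GFP-positive differentiation at or above the plate's own cutoff, the solvent-only control mean plus 3 SD; inconclusive = no clear call, values can overlap the other calls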;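 also: cells exposed to compound for four days before flow analysis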
NOD1 inhibition: NOD1 signaling inhibitors, primary screen, cell-based, luminescence, uHTS (AID 1578); NOD1-driven NF-kB luciferase reporter cells, luminescence; higher % means a stronger effect; 290,000 tested, 1% active; inhibition, % at 4 µM, or EC50 in µM where a hit was titrated; in the data active = inhibition mostly above about 36%, no sharp cut-off; inactive = mostly below about 34%;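 also: HEK-293T reporter cells stimulated with the NOD1 agonist gamma-tri-DAP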
HEK293 NOD2/NF-kB: inhibition of NOD2-driven NF-kB reporter – cell-based, luminescence, uHTS, HEK293 (AID 1566); HEK293 NOD2/NF-kB luciferase reporter, luminescence; higher % means a stronger effect; inhibition, % at 4 µM, or EC50 in µM where a hit was titrated; 290,000 tested, 0.63% active; also: many of its hits are not listed in these tables
GPR55 LPI antagonism: GPR55 antagonists blocking LPI-driven arrestin recruitment, primary screen, imaging, U2OS, beta-arrestin-GFP, LPI agonist (AID 2013); U2OS GPR55 beta-arrestin-GFP translocation imaging, LPI antagonism; higher % means a stronger effect; inhibition, % at 10 µM, or IC50 in µM where a hit was titrated; 290,000 tested, 0.13% active;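 active = spots per cell inhibited over 60%, with over 100 cells counted and total cytoplasm intensity under 500,000; inconclusive = wells with under 100 cells, flagged as likely toxic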;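 also: U2OS cells stably carrying GPR55 and arrestin-GFP stimulated by 5 µM LPI near EC80; imaged beta-arrestin-GFP aggregate spots per cell after agonist stimulation; plate controls were LPI-stimulated DMSO wells for no effect and DMSO wells without LPI for full effect; some results filed as inactive read as strong as hits; confirmed hits need IC50 under 10 µM and bright autofluorescent wells are also inconclusive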
GPR55 beta-arrestin: selective activators of receptor GPR55 – imaging, U2OS cells, beta-arrestin-GFP redistribution, primary screen (AID 1961) | U2OS GPR55 beta-arrestin-GFP redistribution imaging; higher % means a stronger effect | activation, % at 10 µM; hits with a dose series show EC50 in µM | 290,000 tested, 0.048% active;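 active = activation above 40% with more than 50 cells counted in the well; inconclusive = wells holding fewer than 50 cells, flagged as toxic or sparse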;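 also: U2OS osteosarcoma cells stably expressing GPR55 and beta-arrestin-GFP; plate controls were DMSO negative control for no effect and LPI positive control for full effect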
Myeloid diff MLP GFP+ MAC1+ %: further read-out of Myeloid diff MLP, marked with its call; GFP+ MAC1+ double positive, %; measured here: differentiation confirmed by MAC1 staining
An asterisk follows results filed as active; i = inactive; ? = inconclusive; / = not tested or not shown; [ ] = dose if it differs, or a comment. Rule as the data show it, unless noted: active = inhibition above about 50%; inactive = the rest. The list is partial, so the mix of outcomes need not match the whole.

SMILES | KOR beta-arrestin-1 | KOR beta-arrestin-2 | GPR35 arrestin U2OS | HIV peptide binding | Myeloid diff MLP | Myeloid diff MLP GFP+ MAC1+ % | NOD1 inhibition | HEK293 NOD2/NF-kB | GPR55 LPI antagonism | GPR55 beta-arrestin
Cc1cccc(N2CCN(C(=O)c3ccc4nc(N5CCCCC5)sc4c3)CC2)c1C | 2.7% | 11% | -1% | 0.3% | i | 0.9 | 0% | 22% | 27% | -0.1%
C=CS(=O)(=O)c1sc(Cl)c(N2CCOCC2)c1[N+](=O)[O-] | 0.7% | 59% | 7% | 11% | i | 0.8 | 17% | 2% | 7% | 8.3%
CC(=O)Nc1ccc(N2C(C(C)=O)=NN(c3ccccc3)C2c2cccs2)cc1 (stereo unspecified) | -0.2% | 2% | -4% | 1.1% | i | 10 | 26% | 14% | 33% | -0.1%
C/C(=C\c1ccccc1)CN1CCN(C(C)C)C(CCO)C1 (stereo unspecified) | 2.1% | 13% | 5% | -0.8% | i | 0.6 | -40% | -47% | 9% | -0.1%
CC(C)Cc1cc(C(=O)Nc2cc(C(F)(F)F)ccc2Cl)no1 | / | 1% | 24% | -2.0% | i | 0.3 | 8% | 13% | 4% | 0.0%
Cc1oc2cc(OCc3cnn(-c4ccccc4)c3)ccc2c(=O)c1Oc1ccccc1F | 3.6% | -48% | 1% | -1.2% | i | 0.3 | -6% | 8% | 6% | -0.4%
Cc1cc(C(C)(C)C)oc1C(=O)N(CC(=O)NC1CCCC1)Cc1ccc(F)cc1 | -1.8% | -22% | -3% | -0.1% | i | 6.6 | -9% | 6% | -4% | 0.1%
O=C(NCCc1ccc(Cl)cc1)C1CCN(c2ncccn2)CC1 | 0.3% | -23%[20 µM] | 12% | -1.7% | i | 0.8 | 16% | 19% | 3% | -0.1%
COCCCn1c(=O)c2ccccc2n(Cc2ccccc2C)c1=O | 3.9% | -8% | -6% | -0.4% | i | 0.7 | -4% | 8% | 0% | 0.4%
COc1cc2c(cc1OC)C(COc1cccc(C(F)(F)F)c1)NCC2 (stereo unspecified) | -11% | 14% | 3% | -1.1% | ? | / | 22% | 9% | 6% | 0.7%
CNc1ccccc1C(C)(C)c1cc(-c2ccco2)n[nH]1 | 9.6% | 43% | 10% | 31% | i | 12 | 29% | 8% | -3% | -0.1%
N#Cc1c(Cn2cncn2)nc(=O)n(-c2ccccc2)c1N | -2.8% | 12% | -3% | -0.6% | i | 0.2 | -14% | -4% | 2% | 0.2%
O=C(c1cccs1)c1coc2ccc(O)c(CN3CCOCC3)c12 | -8.3% | 6% | -10% | 1.0% | i | 1.6 | 28% | 9% | 6% | -0.3%
O=c1c(C(c2ccc(Br)cc2)c2c(O)nc3n(c2=O)CCS3)c(O)nc2n1CCS2 | 6.4% | 41% | -10% | 11% | i | 0.5 | -5% | 4% | -14% | 0.0%
Cc1ccccc1N1CCN(S(=O)(=O)c2nnc(NC(=O)CC(C)C)s2)CC1 | -0.3% | -22%[20 µM] | 4% | 1.6% | i | 2.9 | -6% | 18% | 9% | 0.4%
CN(C)c1cc[n+](CC(=O)c2ccc(-c3ccccc3)cc2)cc1 | 1.3% | -2% | 1% | 0.2% | i | 0.2 | / | / | 0% | 0.1%
CNC(=O)c1ccsc1NC(=O)c1coc2ccccc2c1=O | -3.8% | -14% | -6% | 10% | i | 1.7 | -6% | 18% | 3% | 0.7%
O=C(Cn1cnc2c(nnn2Cc2ccc(F)cc2)c1=O)OCc1ccccc1 | 8.8% | -20% | -9% | 1.3% | i | 5.3 | -20% | 10% | 9% | -0.3%
O=S(=O)(c1ccc(-c2cnc(C3CC3)o2)cc1)N1CCN(c2ccccc2)CC1 | 1.5% | -5% | -9% | 0.4% | i | 0.0 | -3% | 18% | 8% | -0.4%
CCC(C)NC(=O)c1cn(CC)c2cc(N3CCN(C(=O)c4ccco4)CC3)c(F)cc2c1=O (stereo unspecified) | 6.1% | -29% | 10% | 0.5% | i | 2.4 | -2% | 31% | -1% | 0.2%
O=S(=O)(NCCc1ccncc1)c1ccccc1 | -0.2% | / | 2% | -0.6% | i | 0.2 | -3% | 0% | 3% | 1.5%
O=C(/C=C/c1ccc(F)cc1)Nc1cccc(S(=O)(=O)Nc2cccc(C(F)(F)F)c2)c1 | 6.6% | 12% | -4% | -1.3% | i | 0.3 | -14% | -29% | -3% | 0.2%
Cc1cc(O)c(C(=O)/C=C/c2ccc(Cl)cc2)c(=O)o1 | -4.0% | -9% | 8% | 17% | i | 1.3 | 46%* | -113% | 4% | 0.4%
Cc1cc(NC(=O)c2cc(-c3ccccc3)on2)n(-c2ccccc2)n1 | 14% | -21% | -11% | -1.6% | i | 1.0 | -10% | -2% | -3% | 0.2%
Cc1cc(C)cc(C(=O)Oc2coc(CSc3nnc(NC(=O)C4CC4)s3)cc2=O)c1 | -0.2% | 26% | -2% | 2.6% | i | 0.4 | -20% | -22% | -3% | -0.2%
Cc1cccn2c(=O)c3cc(S(=O)(=O)c4ccccc4)c(=N)n(Cc4ccco4)c3nc12 | / | 21%[20 µM] | 5% | 29% | i | 0.9 | 17% | 25% | 5% | 0.5%
COc1cccc(C(=O)N2CCN(Cc3ccccc3[N+](=O)[O-])CC2)c1 | -0.3% | 24% | -7% | 4.3% | i | 0.2 | 0% | 12% | 6% | 0.0%
O=C(CSc1nnc(NC(=O)C2CC(=O)N(c3ccccc3)C2)s1)NCC1CCCO1 (stereo unspecified) | -1.8% | 2% | 2% | -0.9% | i | 0.7 | -27% | 0% | 7% | -0.1%
COc1ccc2ccccc2c1CN(C)Cc1ccccc1 | 1.9% | -39%[20 µM] | -1% | 0.6% | i | 0.6 | -31% | -12% | 17% | 0.0%
COc1cccc(N2C(=O)CC(N3CCN(c4ccc([N+](=O)[O-])cc4)CC3)C2=O)c1 (stereo unspecified) | -6.5% | -48%[20 µM] | 10% | 0.4% | i | 0.5 | -18% | -9% | -2% | -0.1%
O=C(NCCCN1CCN(Cc2ccccc2)CC1)C1CCN(c2nnc(-n3cccc3)s2)CC1 | / | 14% | -11% | -1.2% | / | / | 16% | 31% | 1% | -0.2%
Clc1cccc(CSC2=NCCCN2)c1 | 6.3% | -19% | -5% | -1.3% | i | 0.8 | -37% | 4% | 4% | 0.2%
O=C1CC(C2CCCO2)C(=O)N1c1ccccc1 (stereo unspecified) | 0.8% | -22% | 8% | -1.3% | i | 14 | -16% | 4% | -6% | -0.3%
CCOC(=O)C(=O)N=Nc1c(O)[nH]c2ccccc12 | -1.1% | 22% | -2% | 0.8% | i | 0.4 | -20% | 9% | 5% | -0.2%
CCOC(=O)CSc1nc(-c2ccc3c(c2)OCO3)ccc1C#N | 3.5% | -24% | 7% | 1.4% | i | 1.1 | -42% | -120% | 23% | -0.2%
S=c1nn[nH]n1C12CC3CC(CC(C3)C1)C2 | 0.3% | -20% | 12% | 3.8% | i | 5.5 | -11% | 7% | 13% | 0.2%
O=C(CN1CCOCC1)Nc1ncc(Cc2cccc(Cl)c2Cl)s1 | 2.6% | -9% | 0% | 0.1% | i | 0.2 | -11% | 2% | 2% | 0.1%
CCOc1ccc(N=C2NN=C(c3cc(C)n(CC4CCCO4)c3C)CS2)cc1 (stereo unspecified) | -1.8% | -11% | -1% | 0.0% | i | 1.5 | -42% | 0% | 2% | -0.2%
CCOc1cc(/C=N/OC(C)=O)ccc1OCc1ccccc1 | / | -40%[20 µM] | -14% | -1.4% | i | 0.3 | -26% | -19% | 13% | -0.1%
O=C(Nc1cccc(C(=O)NC2CCCC2)c1)c1ccccc1 | -2.6% | 4% | 1% | 18% | i | 1.2 | -16% | 5% | 12% | -0.1%
O=C(CCc1ccc(S(=O)(=O)N2CCOCC2)cc1)N/N=C/c1ccc(O)c(O)c1O | -1.8% | 23% | -3% | 32% | i | 0.8 | -18% | -1% | 0% | 0.3%
COc1ccc(-c2nc(C(=O)NCC3CCCO3)cc3c2[nH]c2ccccc23)cc1 (stereo unspecified) | 1.7% | -25%[20 µM] | -16% | 2.2% | i | 3.1 | 4% | 10% | 8% | 0.1%
Cn1cc([N+](=O)[O-])c(C(=O)N/N=C/c2ccc3c(c2)OCO3)n1 | -0.8% | -20%[20 µM] | 4% | -2.1% | i | 0.4 | -20% | -6% | 1% | -0.1%
CC(/C=C1\SC(=S)N(C(C(=O)O)c2ccccc2)C1=O)=C\c1ccccc1 (stereo unspecified) | 8.6% | -36% | 14% | 46µM* | i | 0.9 | 14% | -3% | 3% | 0.5%
COc1ccc2c(c1OC)C(=O)N1N=C(c3ccc(O)cc3)CC21 (stereo unspecified) | -2.9% | 23% | -18% | -0.4% | i | 0.8 | -23% | 3% | 6% | 0.1%
CCN(CC)c1ccc(Nc2nc(Cl)ncc2Br)cc1 | -0.5% | -27% | 6% | 0.4% | i | 0.2 | -16% | -4% | -4% | 27%
Cc1cc(OCCn2nc(C(=O)O)c3ccccc3c2=O)ccc1C(C)C | 4.6% | -64% | 0% | 0.6% | / | / | -34% | 1% | -1% | -0.1%
CC(C)(C)c1ccc(S(=O)(=O)NCc2ccc(C(=O)NCC3CCCO3)cc2)cc1 (stereo unspecified) | 18% | 15% | 10% | 0.4% | i | 1.0 | -37% | 1% | 13% | -0.1%
CC(=O)Nc1cccc2c1C(=O)N(c1cccc(C)c1)C2=O | 1.8% | -44% | -2% | 0.8% | i | 0.5 | -29% | 2% | 14% | 0.8%
CC(C)CCNc1nc2c(cc1C#N)COC(C)(C)C2 | -1.1% | 4% | 2% | 1.9% | i | 0.5 | -11% | 3% | -8% | 0.5%
CC(=O)Nc1ccc(S(=O)(=O)NCC(=O)OCC(=O)N2CCc3ccccc32)cc1 | -7.5% | -33% | -9% | -2.1% | i | 1.6 | 5% | 13% | -2% | -0.1%
O=C(Nc1cccc2ccccc12)c1ccc(OC(=S)N2CCOCC2)cc1 | 3.1% | -40% | 19% | 4.7% | i | 7.0 | -49% | -67% | 0% | 0.0%
CCn1cc(/C=C/C(=O)Nc2c(C)nn(Cc3ccccc3)c2C)cn1 | 0.7% | -48% | 1% | -0.6% | i | 0.4 | 50% | 3% | -13% | 0.1%
